MazF activator – activators of E. coli MazEF toxin-antitoxin RNase. P0AE70. FAM/BHQ RNA-DNA oligo cleavage fluorescence, 5 h. activation, % at 20 µM. hit rate 0.32% among 350,000. AID 504720; in the data active = activation above about 50%
Target sequence (P0AE70 whole entry, looked up): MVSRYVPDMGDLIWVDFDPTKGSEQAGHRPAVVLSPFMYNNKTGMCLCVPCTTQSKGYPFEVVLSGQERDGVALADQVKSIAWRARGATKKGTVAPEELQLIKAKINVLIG
Anthrax LF inh2 – inhibitors of Bacillus anthracis lethal factor protease. P15917. multiplex microsphere protease cleavage assay, LF. inhibition, % at 10 µM. hit rate 0.12% among 360,000. AID 588501; in the data active = inhibition above about 30%; inconclusive = no clear call, values can overlap the other calls; note: plate controls were buffer without enzyme for full effect and enzyme alone for no effect
Target sequence (P15917 whole entry, looked up): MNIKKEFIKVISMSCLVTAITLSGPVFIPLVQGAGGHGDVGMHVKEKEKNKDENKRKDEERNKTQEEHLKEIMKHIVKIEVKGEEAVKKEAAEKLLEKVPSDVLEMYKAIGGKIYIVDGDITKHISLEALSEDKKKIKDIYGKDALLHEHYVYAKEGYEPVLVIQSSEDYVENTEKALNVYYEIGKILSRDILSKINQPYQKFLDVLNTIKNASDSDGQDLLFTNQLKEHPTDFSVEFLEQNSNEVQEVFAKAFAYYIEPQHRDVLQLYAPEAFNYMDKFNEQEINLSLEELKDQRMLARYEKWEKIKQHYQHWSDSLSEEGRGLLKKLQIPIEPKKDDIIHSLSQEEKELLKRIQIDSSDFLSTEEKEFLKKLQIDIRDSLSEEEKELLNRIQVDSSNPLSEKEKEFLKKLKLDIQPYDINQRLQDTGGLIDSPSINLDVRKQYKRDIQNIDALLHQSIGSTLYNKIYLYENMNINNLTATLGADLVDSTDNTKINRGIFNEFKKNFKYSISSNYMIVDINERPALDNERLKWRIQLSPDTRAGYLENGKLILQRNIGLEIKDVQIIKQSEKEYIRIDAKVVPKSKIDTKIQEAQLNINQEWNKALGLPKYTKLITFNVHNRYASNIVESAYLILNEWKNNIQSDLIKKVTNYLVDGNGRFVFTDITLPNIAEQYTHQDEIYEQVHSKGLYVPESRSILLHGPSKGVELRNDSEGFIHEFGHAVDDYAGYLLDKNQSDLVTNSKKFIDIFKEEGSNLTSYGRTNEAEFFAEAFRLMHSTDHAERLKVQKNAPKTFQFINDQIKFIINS
PriA SSB inh – K. pneumoniae PriA-SSBct interaction inhibition. AlphaScreen SSBct-PriA binding, biotinylated peptide. inhibition, % at 33 µM. hit rate 0.6% among 430,000; in the data active = inhibition mostly above about 37%, no sharp cut-off; inactive = mostly below about 20%;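 note: plate controls were negative control peptide for no effect and reference peptide for full effect; strong numbers were not always called active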
TcdB inh – blocks C. difficile toxin B glycohydrolase activity. TcdB glycohydrolase enzymatic assay, plate reader. inhibition, % at 9.99 µM. hit rate 0.24% among 350,000. P18177; in the data active = inhibition above about 10%
Yp Topo-I inh – Y. pestis Topo-I inhibition via cleavage products. AID 504884. Y. pestis Topo-I cleavage product accumulation, plate reader. activity, % at 10 µM. hit rate 0.064% among 360,000; in the data active = activity above about 50%, passing the limit was not always enough; inconclusive = no clear call, values can overlap the other calls; note: inactives centre near 2
PfHsp40 yeast – rescue of PfHsp40-mediated yeast toxicity | S. cerevisiae expressing PfHsp40, growth rescue, ATP luminescence | growth rescue, % at 12.5 µM | hit rate 0.68% among 340,000 | AID 504582; in the data active = growth rescue above about 28%, passing the limit was not always enough; inconclusive = no clear call, values can overlap the other calls;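 note: yeast W303a lacking pdr1 and pdr3 grown in galactose medium; growth measured after three days at 30 °C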
3CLpro inhibitor – SARS-CoV 3CLpro protease inhibition | P0C6X7 | recombinant SARS-CoV 3CLpro, quenched FRET peptide cleavage | inhibition, % at 6 µM | hit rate 0.14% among 290,000 | AID 1706; in the data active = inhibition above about 12%
Rv3671c protease – inhibitors of M. tuberculosis serine protease Rv3671c; AID 2606; inhibition, % at 5.96 µM; hit rate 0.048% among 320,000; P9WHR9; in the data active = inhibition above about 38%;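 note: extracellular domain of Rv3671c used as enzyme; 0% = enzyme with DMSO and 100% = no enzyme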
Vc quorum ag – inducers of Vibrio cholerae quorum light production without autoinducers; V. cholerae BH1578 lux reporter, luminescence, 6 h; activation, % at 18.7 µM; hit rate 0.16% among 350,000; AID 588436; in the data active = activation mostly above about 9.7%, no sharp cut-off; inconclusive = no clear call, values can overlap the other calls; inactive = mostly below about 3.7%; note: not every result past the cut was called active; inactives centre near 0; reference of the scale not given here
DUSP3 inh – DUSP3 (human) phosphatase inhibition. P51452. recombinant VHR phosphatase, pNPP absorbance. inhibition, % at 13.3 µM. hit rate 0.52% among 290,000. AID 1654; in the data active = inhibition above about 50%; note: some compounds called inactive have numbers as strong as hits
Target sequence (P51452 whole entry, looked up): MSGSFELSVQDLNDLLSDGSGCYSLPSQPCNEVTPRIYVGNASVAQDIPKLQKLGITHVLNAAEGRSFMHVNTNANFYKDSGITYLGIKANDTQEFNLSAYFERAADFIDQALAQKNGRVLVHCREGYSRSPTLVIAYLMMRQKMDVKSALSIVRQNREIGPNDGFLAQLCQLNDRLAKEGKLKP
The depositor's hits bear a star; i = inactive; ? = inconclusive; · = not tested or not shown; & = joins results of further samples. An excerpt, so the mix of outcomes need not match the whole.

#1 COc1ccc(C(=O)NCC(C)CN(C)C)cc1 (centres undefined)
#2 CC(=O)c1cccc(NC(=O)CN2C=NS(=O)(=O)c3ccc(C)cc32)c1
#3 CCc1ccc2nc(/N=C(\N)NC(=O)c3ccccc3)nc(C)c2c1
#4 COc1cccc(-n2c(O)c(C=NCc3ccccn3)c3ccccc3c2=O)c1
#5 Cc1c(NC(=S)NC(NC(=O)C(C)C)C(Cl)(Cl)Cl)c(=O)n(-c2ccccc2)n1C (centres undefined)
#6 CCN(C(=O)COC(=O)c1c(C)c(-c2ccccc2)nc2ccccc12)C1CCS(=O)(=O)C1 (centres undefined)
screen / no.	1	2	3	4	5	6
MazF activator	6	8	-4	3	-6	-2
Anthrax LF inh2	0	0	10	5	-1	-4
PriA SSB inh	-4	-11	·	-13	-17	-3
TcdB inh	·	3.5	-1.0	0.9	·	1.9
Yp Topo-I inh	4	-1	1	9	-1	10
PfHsp40 yeast	-0.4	-0.3	0.4	-0.9	0.1	0.7
3CLpro inhibitor	2	3	-2	-1	-1	2
Rv3671c protease	1	-3	-7	-1	-11	-3
Vc quorum ag	i	-0.3	i	-0.9	-0.5	-0.7
DUSP3 inh	18	-14	8	-4	17	34

#7 Oc1ccc(N=Nc2ccc3c(c2)OCCO3)c2cccnc12
#8 O=C1c2cccc3cccc(c23)C(=O)N1CC1CCN(CC(O)COc2ccc3ccccc3c2)CC1 (centres undefined)
#9 COc1ccc(Cl)cc1-c1nc(SCC(=O)N(C)C)n[nH]1
#10 O=C(NCc1ccc(Cl)s1)C1CCC(=O)N(CCc2cccc(F)c2)C1 (centres undefined)
#11 CN(C)CCCn1c2c(c(SCC(=O)Nc3ccc4c(c3)OCO4)nc1=O)CCCC2
#12 C=CCOc1ccc(CN(C)CC(O)COc2ccc(CCC(C)=O)cc2)cc1 (centres undefined)
screen / no.	7	8	9	10	11	12
MazF activator	4	-34	-4	2	9	6
Anthrax LF inh2	-15	-4	-2	-4	-1	0
PriA SSB inh	3	45*	2	2	5	-16
TcdB inh	1.7	1.7	0.9	2.4	1.4	0.8
Yp Topo-I inh	-25	-10	2	11	-3	-6
PfHsp40 yeast	268*	-0.9	0.2	-0.4	0.0	-0.5
3CLpro inhibitor	4	·	1	-1	·	-1
Rv3671c protease	8	-7	-3	2	-4	-2
Vc quorum ag	i	0.7	-0.4	-0.5	i	-0.2
DUSP3 inh	1	·	11	4	·	16

Complete entries from above. Screens in order: MazF activator | Anthrax LF inh2 | PriA SSB inh | TcdB inh | Yp Topo-I inh | PfHsp40 yeast | 3CLpro inhibitor | Rv3671c protease | Vc quorum ag | DUSP3 inh
COc1ccc(Cl)cc1-c1nc(SCC(=O)N(C)C)n[nH]1 reads -4 | -2 | 2 | 0.9 | 2 | 0.2 | 1 | -3 | -0.4 | 11
C=CCOc1ccc(CN(C)CC(O)COc2ccc(CCC(C)=O)cc2)cc1 (centres undefined) reads 6 | 0 | -16 | 0.8 | -6 | -0.5 | -1 | -2 | -0.2 | 16

New compounds follow.
#13 O=C(O)CCSc1nnc(SCC(=O)NC2CCS(=O)(=O)C2)s1 (centres undefined)
#14 CCCCOc1ccc(C(=O)NCC(=O)NCC2CCCO2)cc1 (centres undefined)
#15 CC(C)C(=O)Nc1nnc(SCC(=O)NCc2cccs2)s1
#16 NC(=O)c1ccc(NC(=O)CCN=C2NS(=O)(=O)c3ccccc32)cc1
#17 Cc1sc2ncnc(SCC(=O)NNC(=O)COc3cccc4ccccc34)c2c1C
#18 NS(=O)(=O)c1ccc(C(=O)Nc2ccc(-c3nc4cccnc4s3)cc2)cc1
screen / no.	13	14	15	16	17	18
MazF activator	7	7	-1	7	-3	-88
Anthrax LF inh2	-1	2	4	-3	-9	-8
PriA SSB inh	-4	-3	-23	-6	-10	-6&-6
TcdB inh	-1.3	2.4	·	1.0	·	1.1
Yp Topo-I inh	10	4	-5	6	-5	34
PfHsp40 yeast	0.6	0.6	0.2	-0.2	-0.8	-0.9
3CLpro inhibitor	·	1	-5	·	3	0
Rv3671c protease	1	5	-3	4	-3	-3
Vc quorum ag	-2.9	i	-0.6	-1.8	-0.3	-0.2
DUSP3 inh	·	24	32	·	34	6

#19 COc1cccc(S(=O)(=O)N2CCOCC2)c1
#20 O=C(CSc1ccc(Cl)cc1)N1CCN(c2c(Cl)cccc2[N+](=O)[O-])CC1
#21 O=C(c1ccc(F)cc1)C1CCN(C(=O)NCc2ccccc2)CC1
#22 CCOc1ccccc1N1CCN(C(=O)c2cn(CC3CCCCC3)nn2)CC1
#23 Cc1ccc(-c2csc3ncn(CC#N)c(=O)c23)cc1C
#24 CCn1cc(CNC(=O)C2CCC(=O)N(Cc3ccccc3F)C2)cn1 (centres undefined)
screen / no.	19	20	21	22	23	24
MazF activator	-8	7	6	1	0	0
Anthrax LF inh2	1	-9	0	1	·	-1
PriA SSB inh	-13&-4	14	-14	-11	-6	-1
TcdB inh	·	·	-7.5	2.0	1.4	0.6
Yp Topo-I inh	-5	?	-1	-2	-4	-3
PfHsp40 yeast	-0.2	66*	0.4	1.9	-0.2	-1.0
3CLpro inhibitor	-2	-1	-3	-2	-4	0
Rv3671c protease	-7	-9	-2	·	-5	2
Vc quorum ag	-1.0	i	i	-0.5	-0.6	-0.3
DUSP3 inh	10	3	13	-9	19	10

#25 COc1ccc(C(=O)N/C(=C\c2ccccc2)C(=O)Nc2ccc(C(=O)O)cc2)cc1
#26 O=[N+]([O-])c1cccc(S(=O)(=O)N2CCCCCC2)c1
#27 Cc1c(C(=O)NCc2ccco2)oc2ccccc12
#28 Cn1cc(CC(=O)N2CCN(c3ccccc3F)CC2)c2ccccc21
#29 CCc1ccc(OCCCCN(C)Cc2ccccc2)cc1
#30 CN(C)c1ccc(C2CC(=O)OC3=C2C(=O)CC(C)(C)C3)cc1 (centres undefined)
screen / no.	25	26	27	28	29	30
MazF activator	-8	0	12	-8	3	-25
Anthrax LF inh2	-4	2	6	-2	6	-2
PriA SSB inh	1	9	0	5&-19	-16	5
TcdB inh	0.9	·	3.0	0.8	3.0	-8.4
Yp Topo-I inh	-5	0	1	28	18	-5
PfHsp40 yeast	1.5	-2.0	0.5	0.1	1.5	-1.2
3CLpro inhibitor	0	9	-4	-8	0	4
Rv3671c protease	·	4	5	2	4	-2
Vc quorum ag	-0.6	i	i	-0.2	-0.6	-0.2
DUSP3 inh	-9	-1	16	23	14	5

#31 CCOC(=O)C1=C(C)NC(=S)NC1/C=C/c1ccccc1 (centres undefined)
#32 Cc1ccc2c(CC(=O)N3CCN(c4ccccc4)CC3)coc2c1
#33 CC(NC(=O)COc1ccccc1)C(=O)NCc1ccccc1Cl (centres undefined)
#34 Cc1ccc(-c2csc(NC(=O)c3ccc(-c4ccccc4)cc3)n2)o1
#35 C/C(N)=C(/C#N)C(=O)COC(=O)c1cc2c(s1)CCCC2
#36 CC(C)N1C(=O)CCC1C(=O)NCc1ccccc1Cl (centres undefined)
screen / no.	31	32	33	34	35	36
MazF activator	-7	-6	3	-5	3	14
Anthrax LF inh2	0	-4	·	-10	-3	6
PriA SSB inh	-2	6	-10	5	-17	-14
TcdB inh	·	1.3	1.2	·	4.3	0.8
Yp Topo-I inh	4	34	-1	-8	9	4
PfHsp40 yeast	1.3	-1.6	-1.1	-0.6	0.6	-0.2
3CLpro inhibitor	6	1	·	1	-1	-2
Rv3671c protease	5	1	5	-43	3	-1
Vc quorum ag	-0.2	-0.5	0.3	-0.3	-0.3	-0.3
DUSP3 inh	0	-3	·	19	10	4

#37 COc1ccccc1-c1cnn2c(N3CCOCC3)cc(C)nc12
#38 Cc1ccc(/C=N/NC(=O)c2ccco2)cc1
#39 O=Cc1ccc2noc(-c3ccc(Cl)cc3)c2c1
#40 CCOc1cc(CNn2cnnc2)cc(Br)c1OCC(=O)NC(C)(C)C
#41 COc1cccc(CNC(=O)CCNS(=O)(=O)c2ccc(C)cc2)c1
#42 c1ccc(-c2ccc3[nH]ccc3c2)cc1
screen / no.	37	38	39	40	41	42
MazF activator	7	-10	14	9	0	6
Anthrax LF inh2	13	·	1	-5	-3	8
PriA SSB inh	5	i	-5	-3	-6	-13
TcdB inh	1.0	1.0	0.1	1.1	1.4	-4.2
Yp Topo-I inh	-10	-4	3	5	2	-6
PfHsp40 yeast	·	-1.2	-1.2	-0.3	0.4	9.6
3CLpro inhibitor	-1	6	1	1	·	·
Rv3671c protease	5	-4	-12	3	-5	-5
Vc quorum ag	-0.2	-0.6	i	i	i	i
DUSP3 inh	-3	18	3	30	·	·

#43 CCOC(=O)N1CCC(C(=O)Nc2ccc(OCC)cc2)CC1
#44 O=C(CNC(=O)c1ccc(Br)o1)NNC(=O)c1ccc(Br)cc1
#45 N#Cc1ccc(CN2CCN(C(=O)CN3C(=O)NC4(CCCC4)C3=O)CC2)cc1
#46 CCc1ccc(C(=O)CSc2ncn[nH]2)cc1
#47 O=C(Nc1cccc(NC(=O)N2CCN(c3ccccc3)CC2)c1)N1CCN(c2ccccc2)CC1
#48 CCC1S/C(=N/N=C/c2ccco2)N(Cc2ccc(F)cc2)C1=O (centres undefined)
screen / no.	43	44	45	46	47	48
MazF activator	-4	-10	1	2	0	-3
Anthrax LF inh2	-5	-4	4	0	-6	·
PriA SSB inh	-9	-5	1	-9	28	·
TcdB inh	-1.6	1.7	0.7	·	·	0.6
Yp Topo-I inh	1	-2	2	-6	4	4
PfHsp40 yeast	-0.8	0.0	-0.4	1.5	0.5	·
3CLpro inhibitor	1	·	·	-1	1	-2
Rv3671c protease	0	0	·	-2	-7	3
Vc quorum ag	-0.2	-3.7	0.7	0.0	-1.0	i
DUSP3 inh	-23	·	·	-8	10	2

#49 Cc1cc(C)c(S(=O)(=O)Nc2ccccc2C(=O)OCC(=O)NCc2ccccc2)c(C)c1
#50 Cc1cc(/C=C(\C#N)C(=O)Nc2ccccc2)c(C)n1-c1ccc(C(=O)O)cc1
#51 COc1ccc(NC(=O)c2ccccc2S(=O)c2ccccc2C#N)cc1 (centres undefined)
#52 CC1CCC(NC(=O)C2CCC(CNS(=O)(=O)c3cccc4cccnc34)CC2)CC1 (centres undefined)
screen / no.	49	50	51	52
MazF activator	2	-1	-4	13
Anthrax LF inh2	-4	1	8	-2
PriA SSB inh	6	6	4	-5
TcdB inh	-0.3	0.0	0.3	-0.4
Yp Topo-I inh	10	16	2	23
PfHsp40 yeast	7.2	1.3	-2.4	-0.6
3CLpro inhibitor	4	5	0	-1
Rv3671c protease	-3	-3	0	-5
Vc quorum ag	-0.4	0.1	i	-0.3
DUSP3 inh	18	-26	26	-6

Among those listed so far, 7 contain a Cl atom:
#5 Cc1c(NC(=S)NC(NC(=O)C(C)C)C(Cl)(Cl)Cl)c(=O)n(-c2ccccc2)n1C (centres undefined)
#9 COc1ccc(Cl)cc1-c1nc(SCC(=O)N(C)C)n[nH]1
#10 O=C(NCc1ccc(Cl)s1)C1CCC(=O)N(CCc2cccc(F)c2)C1 (centres undefined)
#20 O=C(CSc1ccc(Cl)cc1)N1CCN(c2c(Cl)cccc2[N+](=O)[O-])CC1
#33 CC(NC(=O)COc1ccccc1)C(=O)NCc1ccccc1Cl (centres undefined)
#36 CC(C)N1C(=O)CCC1C(=O)NCc1ccccc1Cl (centres undefined)
#39 O=Cc1ccc2noc(-c3ccc(Cl)cc3)c2c1
screen / no.	5	9	10	20	33	36	39
MazF activator	-6	-4	2	7	3	14	14
Anthrax LF inh2	-1	-2	-4	-9	·	6	1
PriA SSB inh	-17	2	2	14	-10	-14	-5
TcdB inh	·	0.9	2.4	·	1.2	0.8	0.1
Yp Topo-I inh	-1	2	11	?	-1	4	3
PfHsp40 yeast	0.1	0.2	-0.4	66*	-1.1	-0.2	-1.2
3CLpro inhibitor	-1	1	-1	-1	·	-2	1
Rv3671c protease	-11	-3	2	-9	5	-1	-12
Vc quorum ag	-0.5	-0.4	-0.5	i	0.3	-0.3	i
DUSP3 inh	17	11	4	3	·	4	3
